PfM18AAP inh – blocks P. falciparum M18 aspartyl aminopeptidase; recombinant PfM18AAP, H-Glu-NHMec fluorogenic cleavage; inhibition, % at 7.35 µM; actives 1.2% (n = 290,000);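 active = inhibition above the campaign mean inhibition over all tested compounds plus 3 SD, cut at about 28% in these data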;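 also: 0% = plate median of test compound wells and 100% = 2 mM ZnCl2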
MEKK2mut PB1 HTS – signal of MEK5 binding to mutant human MEKK2 PB1 domain; bead flow cytometry, Alexa488-MEK5 binding to MEKK2 mutant; percent response, % at 10 µM; actives 0.35% (n = 290,000); AID 1530; in the data active = percent response above about 24%, passing the limit was not always enough; also: inactives centre near 1; some results filed as inactive read as strong as hits
DNA FID counter – counter-screen for HCV NS3 helicase inhibitors: DNA intercalator displacement; DNA fluorescent intercalator displacement, fluorescence; actives 0.17% (n = 290,000); inhibition, % at 7.9 µM; in the data active = inhibition above about 37%;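 also: 0% = vehicle and 100% = reference compound; higher means more ethidium bromide displaced from hairpin DNA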
IMP-1 inhibitor – blocks Pseudomonas aeruginosa IMP-1 metallo-beta-lactamase; inhibition, % at 5.6 µM; purified IMP-1, nitrocefin hydrolysis, epi-absorbance fluorescence; AID 1556; actives 0.45% (n = 290,000);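 active = inhibition above the mean plus 3 SD of all compounds in the same screening run, cut at about 4.5% in these data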;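 also: 0% = IMP-1 with DMSO and 100% = DMSO wells lacking enzyme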
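System: Purified recombinant IMP-1 metallo-beta-lactamase enzyme | Measured by: Fluorescence quenching readout, ex 480/em 530 nm | Replication: Singlicate | Incubation: 15 min preincubation plus 25 min reaction at 25 °C | Evaluation: Percent inhibition from optical density relative to buffer-blank wells | Benchmarks: DMSO with and without IMP-1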
VIM-2 inh – blocks Pseudomonas aeruginosa VIM-2 metallo-beta-lactamase; purified VIM-2, nitrocefin hydrolysis, epi-absorbance fluorescence; inhibition, % at 5.6 µM; actives 0.89% (n = 290,000);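 active = inhibition above the mean of all tested compounds plus 3 SD, cutoff set per screening run, cut at about 7.5% in these data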;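 also: red hydrolysis product quenches plate fluorescence so inhibitors raise well fluorescence; 0% = enzyme with DMSO and 100% = DMSO without enzyme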
HCV NS3 hel inh – inhibitors of Hepatitis C virus NS3 helicase; actives 0.56% (n = 290,000); NS3 helicase DNA unwinding, Cy5 molecular beacon fluorescence; inhibition, % at 10.9 µM; AID 1800;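 active = inhibition above the mean of all tested compounds plus 3 SD, set per campaign, cut at about 35% in these data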;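 also: 0% = DMSO wells and 100% = thioflavine S control wells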
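Test system: hepatitis C virus NS3 helicase domain fragment enzyme. Also added: annealed dual-labelled DNA beacon duplex, ATP-started. Timing: 60 min unwinding reaction at 25 °C after ATP addition. Technique: Cy5 fluorescence. Measure: % inhibition of unwinding.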
SUMO HTRF inh – inhibitors of human SUMOylation (UBC9). P63279. HTRF SUMOylation assay, SAE1/SAE2 + UBC9, in vitro. inhibition, % at 35 µM. actives 0.36% (n = 290,000). AID 2006; in the data active = inhibition above about 50%, passing the limit was not always enough; also: strong numbers were not always called active
Target sequence (P63279 whole entry, looked up): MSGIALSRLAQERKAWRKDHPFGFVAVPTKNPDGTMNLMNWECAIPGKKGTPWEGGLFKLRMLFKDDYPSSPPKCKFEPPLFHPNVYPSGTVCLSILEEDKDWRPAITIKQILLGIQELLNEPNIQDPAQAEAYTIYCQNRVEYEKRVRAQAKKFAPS
NALP1 yeast inh – blocks the NALP1 inflammasome reconstituted in yeast. inhibition, % at 10 µM. S. cerevisiae NALP1/ASC/caspase-1 growth, X-gal OD620, 72 h. actives 0.61% (n = 280,000). AID 2071; in the data active = inhibition mostly above about 24%, no sharp cut-off; inactive = mostly below about 32%; also: some compounds called inactive have numbers as strong as hits
MEKK2wt PB1 HTS – raises or lowers MEK5 binding to wildtype human MEKK2 PB1 domain. bead flow cytometry, Alexa488-MEK5 binding to MEKK2 WT; actives lie on both sides. actives 1.1% (n = 290,000). binding response (% of control), % at 10 µM. Q9Y2U5; in the data active = binding response below about 67% or above about 130%
An asterisk follows results filed as active; . = not tested or not shown; [ ] = dose if it differs, or a comment. Not a hit list; about 4.7% have a hit in one of these screens.

SMILES	PfM18AAP inh	MEKK2mut PB1 HTS	DNA FID counter	IMP-1 inhibitor	VIM-2 inh	HCV NS3 hel inh	SUMO HTRF inh	NALP1 yeast inh	MEKK2wt PB1 HTS
CCOC(=O)C1=C(C)N=C2c3ccccc3C(=O)C2C1c1ccccc1 (stereo not drawn)	3	3	1	-3.1	-0.9	-4	17	24	104
COc1ccc(C(=O)NCc2ccc(-c3nc4ccccc4s3)cc2)cc1OC	0	5	-11	-1.9	-1.3	-3	9	5	102
CCC1(c2ccccc2)NC(=O)N(Cc2cccc([N+](=O)[O-])c2)C1=O (stereo not drawn)	-10	-4	6	-1.8	-0.4	-23	2	-8	98
CSc1nc(Oc2cccc(C(F)(F)F)c2)cc(C(F)(F)F)n1	-33	1	3	-3.8	-1.2	-1	17	8	101
COC(=O)c1cccnc1-n1c(=O)c2cccnc2n(Cc2cccc([N+](=O)[O-])c2)c1=O	-15	-4	-9	-0.9	-0.8	2	0	-17	86
Cc1ccccc1C1CC(c2cccs2)=NN1S(C)(=O)=O (stereo not drawn)	3	15	-4	-3.2	-2.3	0	12	-6	16*
CCCC(C(=O)Nc1ccc2c(C)cc(=O)oc2c1)c1ccccc1 (stereo not drawn)	-7	6	-22	-1.5	-1.4	3	5	-3	104
COc1ccc(/C=C(\NC(=O)c2ccc(C)cc2)C(=O)Nc2ccc(C(=O)O)cc2)cc1	-2	9	-27	-1.6	-1.4	-4	25	-1	102
Clc1ccccc1OCCn1ccnc1	0	3	5	-3.2	1.2	-7	1	7	96
COCCCN1C(=O)C(=O)/C(=C(/O)c2ccc(OC)cc2)C1c1cccc(OC)c1 (stereo not drawn)	1	2	-29	-2.2	-2.6	1	5	3	103
N#C/C(=C\c1ccc[nH]1)C(=O)c1ccccc1	3	13	-2	-3.4	-2.6	0	12	17	108
CC1(C)Cc2c(sc(NC(=O)c3ccc4c(c3)OCCO4)c2C(N)=O)C(C)(C)N1	8	12	17	-1.8	-0.5	-70	11	-6	124
Cc1cccc(C)c1OCc1cc(C(=O)N2CCN(C3CCCC3)CC2)no1	5	6	18	-2.0	-1.7	-11	-1	6	102
CCn1c(CNC(=O)c2ccccc2OC)nnc1SCC(=O)c1ccc(F)cc1	-11	-1	-30	-2.4	-1.9	-7	2	-13	101
CCOc1cc(/C=N/NC(=O)c2ccc(CN3CCOCC3)cc2)ccc1OCc1ccccc1	0	-1	-10	-0.9	-2.2	-15	0	17	102
CCC(=O)N1CCN(c2ccc(NC(=O)c3ccc4ccccc4c3)cc2)CC1	-4	-7	-33	0.1	-1.0	5	-4	11	96
O=C(COC(=O)CCc1nc2ccccc2c(=O)[nH]1)NC1CCS(=O)(=O)C1 (stereo not drawn)	0	-1	1	-0.8	-0.6	-12	20	-9	93
Cc1cc(C)c(C#N)c(SCC(=O)N2CCCCC2)n1	7	3	-11	-3.5	0.8	-1	7	43	105
Nc1c(C(=O)c2ccc(Br)s2)oc2ccccc12	11	1	1	-3.5	-0.8	6	3	25	94
Cc1cc(NC(=O)CSc2ccc(-c3ccccc3)nn2)no1	1	3	-7	-1.0	-4.2	5	16	8	102
Nc1ccc2nc(-c3ccc(-c4nc5ccc(N)cc5[nH]4)cc3)[nH]c2c1	16	-26	52*	-4.4	-2.7	-48	62*	5	65*[inhibitor]
COc1ccc(-c2ccc(CCC(=O)O)n2CC2CCCO2)cc1 (stereo not drawn)	-2	-1	-27	-2.5	-1.9	2	15	-10	110
O=C(COC(=O)c1cc(-c2ccncc2)nc2ccccc12)Nc1ccc2c(c1)OCO2	-3	1	-10	-6.1	-3.9	11	39	8	93
CN1C(=O)C2(OCC(C)([N+](=O)[O-])CO2)c2ccccc21 (stereo not drawn)	-16	4	-3	-1.3	-1.3	11	14	9	108
S=c1[nH]nc(-c2ccccc2)n1/N=C/c1cccs1	-2	4	-3	-1.7	1.3	-1	13	10	99
COc1cccc(C2C3=C(CC(C)(C)CC3=O)Nc3cc4c(cc32)OCO4)c1 (stereo not drawn)	-3	2	-12	-1.3	1.2	-7	21	-20	101
COc1ccc(NC(=O)CCN2C(=O)c3ccccc3C2=O)c(OC)c1	0	19	-7	-3.6	-0.6	5	-5	-4	115
C/C(=N\NC(=S)Nc1c(C)cccc1C)c1cc2ccccc2o1	2	1	-16	-2.4	-2.0	6	-8	4	100
CC(C)C(C(=O)NC1CCCC1)N(CC1CCCO1)C(=O)CNS(=O)(=O)c1ccc(F)cc1 (stereo not drawn)	-4	1	-32	-0.2	-0.7	11	20	6	100
CCCN(C(=O)c1ccco1)c1nnc(-c2ccncc2)s1	1	2	-12	-1.8	-3.7	3	10	15	98

One compound at a time, from the list above.
Record of COc1ccc(NC(=O)CCN2C(=O)c3ccccc3C2=O)c(OC)c1 : PfM18AAP inh = 0; MEKK2mut PB1 HTS = 19; DNA FID counter = -7; IMP-1 inhibitor = -3.6; VIM-2 inh = -0.6; HCV NS3 hel inh = 5; SUMO HTRF inh = -5; NALP1 yeast inh = -4; MEKK2wt PB1 HTS = 115
Record of CN1C(=O)C2(OCC(C)([N+](=O)[O-])CO2)c2ccccc21 (stereo not drawn) : PfM18AAP inh = -16; MEKK2mut PB1 HTS = 4; DNA FID counter = -3; IMP-1 inhibitor = -1.3; VIM-2 inh = -1.3; HCV NS3 hel inh = 11; SUMO HTRF inh = 14; NALP1 yeast inh = 9; MEKK2wt PB1 HTS = 108
Record of CC(C)C(C(=O)NC1CCCC1)N(CC1CCCO1)C(=O)CNS(=O)(=O)c1ccc(F)cc1 (stereo not drawn) : PfM18AAP inh = -4; MEKK2mut PB1 HTS = 1; DNA FID counter = -32; IMP-1 inhibitor = -0.2; VIM-2 inh = -0.7; HCV NS3 hel inh = 11; SUMO HTRF inh = 20; NALP1 yeast inh = 6; MEKK2wt PB1 HTS = 100

Sorted by molar mass (high to low): some entries from above
SMILES	PfM18AAP inh	MEKK2mut PB1 HTS	DNA FID counter	IMP-1 inhibitor	VIM-2 inh	HCV NS3 hel inh	SUMO HTRF inh	NALP1 yeast inh	MEKK2wt PB1 HTS
CC(C)C(C(=O)NC1CCCC1)N(CC1CCCO1)C(=O)CNS(=O)(=O)c1ccc(F)cc1 (stereo not drawn)	-4	1	-32	-0.2	-0.7	11	20	6	100
CCn1c(CNC(=O)c2ccccc2OC)nnc1SCC(=O)c1ccc(F)cc1	-11	-1	-30	-2.4	-1.9	-7	2	-13	101
O=C(COC(=O)c1cc(-c2ccncc2)nc2ccccc12)Nc1ccc2c(c1)OCO2	-3	1	-10	-6.1	-3.9	11	39	8	93
CCC1(c2ccccc2)NC(=O)N(Cc2cccc([N+](=O)[O-])c2)C1=O (stereo not drawn)	-10	-4	6	-1.8	-0.4	-23	2	-8	98
C/C(=N\NC(=S)Nc1c(C)cccc1C)c1cc2ccccc2o1	2	1	-16	-2.4	-2.0	6	-8	4	100

Carrying on:
SMILES	PfM18AAP inh	MEKK2mut PB1 HTS	DNA FID counter	IMP-1 inhibitor	VIM-2 inh	HCV NS3 hel inh	SUMO HTRF inh	NALP1 yeast inh	MEKK2wt PB1 HTS
O=c1oc2ccccc2c(NC2CCCCC2)c1NS(=O)(=O)c1ccc(F)cc1	2	-6	-21	-1.2	-1.6	-6	12	2	96
CCN1CCN(C(=O)c2sc3nc(C)nc(N4CCC(C)CC4)c3c2C)CC1	-1	12	-4	-3.6	-0.6	-12	10	7	106
COc1cccc(CC2(CO)CCN(C(=O)NC3CCCCC3)CC2)c1	-10	4	-25	-1.6	-0.9	8	4	2	104
Cc1cccc(N2CN=c3s/c(=C\c4ccccn4)c(=O)n3C2)c1	4	-18	-6	-2.6	-0.9	-1	-1	-2	93
O=S1(=O)N=C(Nc2ccc(S(=O)(=O)N3CCCCC3)cc2)c2ccccc21	-2	4	5	-2.8	0.2	4	41	4	103
N#Cc1c(-c2ccco2)nc(NCC2CCCO2)[nH]c1=O (stereo not drawn)	4	3	-5	-4.5	-2.4	5	13	-6	101
CCc1ccc2oc(-c3cc(N=Cc4cccc(OC)c4O)ccc3O)nc2c1	3	3	-2	-2.9	-4.3	13	-6	26	103
Cc1ccc2nc(-c3ccsc3)c(NC3CCCC3)n2c1	22	-10	-11	0.6	2.0	-9	21	3	71
CCN(C(=O)COC(=O)/C=C/c1cccc(Br)c1)C1CCS(=O)(=O)C1 (stereo not drawn)	-9	8	-22	-1.7	-2.4	-4	16	18	106
Cc1noc(/C=C/c2ccco2)c1S(=O)(=O)N1CCC(C(=O)N2c3ccccc3CC2C)CC1 (stereo not drawn)	4	.	-32	-4.8	-2.3	5	12	0	.
Cc1nc2scc(-c3ccco3)c2c(=O)n1/N=C/N(C)C	3	1	-26	-0.7	-0.6	8	27	6	99
Cn1c(SCC(=O)Nc2ccccc2)nc(O)cc1=O	1	1	-4	-1.7	-0.6	7	15	1	96
CC1CN(CC(=O)Nc2nc(-c3ccc(Cl)cc3)cs2)CC(C)O1 (stereo not drawn)	-6	0	-28	0.5	-2.2	0	.	.	101
Cc1cccn2c(=O)c3cc(C(=O)N4c5ccccc5CC4C)n(C)c3nc12 (stereo not drawn)	3	.	-7	-3.1	-2.2	11	23	4	.
CCOC(=O)c1c(C)[nH]c2c1cc(O)c1ccccc12	-3	3	-1	-2.8	3.9	-2	17	14	105

Continued (2 carried over from the part before).
SMILES	PfM18AAP inh	MEKK2mut PB1 HTS	DNA FID counter	IMP-1 inhibitor	VIM-2 inh	HCV NS3 hel inh	SUMO HTRF inh	NALP1 yeast inh	MEKK2wt PB1 HTS
Cc1cccn2c(=O)c3cc(C(=O)N4c5ccccc5CC4C)n(C)c3nc12 (stereo not drawn)	3	.	-7	-3.1	-2.2	11	23	4	.
CCOC(=O)c1c(C)[nH]c2c1cc(O)c1ccccc12	-3	3	-1	-2.8	3.9	-2	17	14	105
NC(N)=NC(N)=NCCc1ccccc1	2	3	-2	-4.0	-5.0	7	-34	8	102
Cc1onc(NC(=O)c2ccc([N+](=O)[O-])o2)c1Br	1	4	-3	-0.8	-1.1	-11	6	-8	100
CCc1nnc(NC(=O)[C@@H](NC(=O)c2cc(OC)cc(OC)c2)C(C)C)s1	-3	-2	-10	-3.8	-5.5	1	4	-5	101
COc1cccc(C(C(=O)NC(C)(C)C)N(C(=O)CCC(=O)Nc2cc(C)on2)C2CC2)c1OC (stereo not drawn)	3	-3	-34	-2.2	-1.4	5	3	19	96
COCCn1c(C)cc(C(=O)COC(=O)c2cncc(Br)c2)c1C	-5	-1	-9	-5.2	-1.8	-1	12	29	99
CCn1c(COc2cccc(C)c2)nnc1SCC(=O)CC(=O)Nc1ccccc1OC	-1	-2	-21	-2.7	-1.3	26	44	0	96
CCC(CC)N=C1NS(=O)(=O)c2cc([N+](=O)[O-])ccc21	-2	8	2	0.2	0.1	-4	-21	1	104
COc1ccc(NC(C)=O)cc1C	-4	-24	-2	0.1	-1.6	-4	2	11	79
Cc1ccccc1NS(=O)(=O)c1ccc(C2CNC(=O)C2)cc1 (stereo not drawn)	-6	2	-2	-0.2	-2.3	-1	16	16	102
O=C(N/C(=C/c1ccco1)C(=O)N1CCOCC1)c1ccccc1Br	18	4	-27	-2.4	-2.1	18	-2	6	101

Screens (PubChem)
